Mac1 fbg inh = CD11b/CD18-fibrinogen binding inhibition; K562 CD11b/CD18 adhesion to fibrinogen, ATPlite luminescence; Mn2+ added to activate the integrin; inhibition, % at 10 µM; actives 0.54% (n = 93,000);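 active means primary inhibition of 50% or more at 10 µM, then 40% or more on retest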; further: some results filed as inactive read as strong as hits
ERb coact inh = blocks coactivator binding to human estrogen receptor beta | Q92731 | TR-FRET ER-beta LBD / SRC1-Cy5 peptide binding; receptor agonist-loaded with 1 µM estradiol | inhibition, % at 25.6 µM | actives 1.3% (n = 86,000);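 active means compounds whose percent inhibition of the receptor-coactivator binding signal exceeds about 50% in the single-dose screen, limit read from the data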;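 further: 0% = receptor plus peptide wells without compound and 100% = peptide-only wells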
Target sequence (Q92731 whole entry, looked up, the tested form may be a part): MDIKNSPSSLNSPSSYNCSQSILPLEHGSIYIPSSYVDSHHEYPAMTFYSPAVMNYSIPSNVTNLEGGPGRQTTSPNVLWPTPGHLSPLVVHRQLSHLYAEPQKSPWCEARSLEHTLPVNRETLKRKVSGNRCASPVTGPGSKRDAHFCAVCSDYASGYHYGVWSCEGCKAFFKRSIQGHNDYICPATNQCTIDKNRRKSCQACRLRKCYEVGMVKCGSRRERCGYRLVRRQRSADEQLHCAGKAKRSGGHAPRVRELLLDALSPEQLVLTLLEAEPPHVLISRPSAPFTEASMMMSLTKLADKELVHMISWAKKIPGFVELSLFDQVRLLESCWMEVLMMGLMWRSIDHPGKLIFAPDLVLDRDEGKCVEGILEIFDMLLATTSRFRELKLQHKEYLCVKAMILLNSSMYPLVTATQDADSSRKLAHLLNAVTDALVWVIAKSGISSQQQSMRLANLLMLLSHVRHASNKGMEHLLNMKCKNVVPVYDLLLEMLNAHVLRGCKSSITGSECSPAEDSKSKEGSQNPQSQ
Smad3 inh = blocks human Smad3 binding to FoxH1 peptide | P84022 | inhibition, % at 25 µM | TR-FRET Smad3/Dy647-FoxH1 peptide binding, europium anti-His | AID 630 | actives 0.29% (n = 88,000);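 active means compounds that reduce the energy-transfer binding signal between the protein and its labelled peptide by more than half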;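 further: 0% = Smad3 plus labelled peptide maximal FRET and 100% = peptide-only background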
Candida biofilm = kills Candida albicans biofilms. C. albicans biofilm + clotrimazole, Alamar Blue. inhibition, % at 6 µM. actives 0.14% (n = 85,000);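 active means inhibition above 20%; inactive means inhibition below 20%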;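 further: preformed 24 hr biofilms exposed to compound for 48 hr; 0% = biofilm without compound and 100% = blank killed by clotrimazole plus chlorhexidine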
CD11b adhes enh = increases human CD11b/CD18 adhesion to fibrinogen; P05107+P11215; K562 CD11b/CD18 adhesion to fibrinogen, ATPlite luminescence; activation, % at 10 µM; actives 0.07% (n = 93,000); AID 1499;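 active means 10 µM primary screen giving 50% or more activity, confirmed by 40% or more on retest at that dose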; further: strong numbers were not always called active; reference of the scale not given here
ERa SRC1 pot = ER-alpha (human) coactivator binding potentiation. P03372. TR-FRET ERalpha-LBD/SRC-Cy5 coactivator binding, 2 h; 100 = basal binding, no effect. coactivator binding (% of control), % at 25.6 µM. actives 1.3% (n = 86,000). AID 639; in the data active means activity above about 200%;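 further: binding measured in presence of low estradiol as agonist stimulus; 0% = peptide alone without receptor and 100% = receptor with peptide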
sEH activator = increases human soluble epoxide hydrolase activity; P34913; purified human sEH enzymatic activity, activator screen; activation, % at 2 µM; actives 0.04% (n = 91,000); in the data active means activation above about 37%; further: values of inactives mirror those of a sister screen read the other way
MT1-MMP txn act = MT1-MMP promoter transcription activation; HT1080 MT1-MMP promoter luciferase reporter, luminescence, overnight; hits give high values; activation factor at 10 µM; actives 0.16% (n = 86,000);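 active means activation factor of at least 2 for MT1-MMP transcription at 10 µM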
sEH inhibitor = inhibitors of human soluble epoxide hydrolase; P34913; inhibition, % at 2 µM; actives 0.34% (n = 91,000); recombinant human sEH enzymatic activity assay; AID 707; in the data active means inhibition above about 80%; further: values of inactives mirror those of a sister screen read the other way; many of its hits are not listed in these tables
Numbers without * were called inactive; x = no result given; [ ] = another dose, or the depositor's remark.

# | canonical_smiles | Mac1 fbg inh | ERb coact inh | Smad3 inh | Candida biofilm | CD11b adhes enh
1 | Cc1nn(Cc2cccc(C(=O)NC(C)c3ccc(C(C)(C)C)cc3)c2)c(C)c1[N+](=O)[O-] (stereo unspecified) | 14 | x | x | x | -4
2 | O=C(CSc1n[nH]c(-c2ccncc2)n1)Nc1ccccn1 | 1 | 9 | 0 | 2 | -2
3 | CCc1ccc(NC(=O)N(Cc2cccnc2)Cc2ccco2)cc1 | -18 | -3[fluorescence artefact?] | 3 | 4 | -2
4 | COc1ccc(N2CCN(C(c3cccc(OC)c3OC)c3nnnn3C3CCCC3)CC2)cc1 (stereo unspecified) | -46 | 10 | 7 | 7 | 8
5 | CC1=C(C(=O)OCCOC(C)C)C(c2cc3c(cc2Br)OCO3)C2=C(CCCC2=O)N1 (stereo unspecified) | x | -6 | 3 | 8 | -3
6 | O=C(CSc1nc2ccccc2[nH]1)N1CCN(c2ccc(F)cc2)CC1 | -3 | 20 | 6 | 3 | -6
7 | COc1ccc(-c2nc3ccccc3o2)cc1NC(=O)c1ccc(Br)o1 | -20 | 1 | -32 | 6 | 2
8 | CCOCCn1c(C(C)C)nc2ccccc21 | -1 | -16 | 7 | 0 | 1
9 | CC(C)N(Cc1nc(-c2ccccc2)no1)C(=O)CSc1ccccc1 | 10 | -15 | 4 | 4 | -3
10 | CCCCC(=O)Nc1cccc(-c2nn3c(C)nnc3s2)c1 | 3 | -3 | 11[fluorescence artefact?] | x | 1
11 | CCC(C(=O)OCC(=O)Nc1c(C)n(C)n(-c2ccccc2)c1=O)c1ccccc1 (stereo unspecified) | -20 | -5 | 2 | 8 | 3
12 | CCc1nccn1C(=O)c1cnn2c(C(F)F)cc(-c3ccccc3)nc12 | -9 | x | x | x | -4
13 | O=C(c1ccco1)N1CCN(C2CC(=O)N(c3ccccc3)C2=O)CC1 (stereo unspecified) | -27 | -9 | 19[fluorescence artefact?] | -1 | 0
14 | COc1ccc2cc(S(=O)(=O)NCCCN3CCOCC3)ccc2c1 | -16 | x | x | x | 0
15 | Cc1c(C(=O)OCC(=O)N(CCC#N)c2ccccc2)oc2c1ccc1ccccc12 | 7 | 11[fluorescence artefact?] | 7 | 5 | 7

# | ERa SRC1 pot | sEH activator | MT1-MMP txn act | sEH inhibitor
1 | x | 1 | x | 1
2 | 85 | 14 | 0.9 | -12
3 | 112 | -25 | 0.9 | 26
4 | 126 | -2 | 1.1 | 5
5 | 125 | 1 | 1.3 | -2
6 | 86 | -14 | 1.1 | 15
7 | 257*[fluorescence artefact?] | x | 1.2 | x
8 | 111 | -16 | 1.1 | 13
9 | 128 | -15 | 1 | 19
10 | 99 | -16 | 1.1 | 18
11 | 115 | -6 | 1.1 | 7
12 | x | 5 | x | -4
13 | 101 | 9 | 1 | -10
14 | x | -4 | x | 2
15 | 181 | -4 | 1 | 6

Excerpt: nos. 1 to 11
# | canonical_smiles | Mac1 fbg inh | ERb coact inh | Smad3 inh | Candida biofilm | CD11b adhes enh
1 | Cc1nn(Cc2cccc(C(=O)NC(C)c3ccc(C(C)(C)C)cc3)c2)c(C)c1[N+](=O)[O-] (stereo unspecified) | 14 | x | x | x | -4
2 | O=C(CSc1n[nH]c(-c2ccncc2)n1)Nc1ccccn1 | 1 | 9 | 0 | 2 | -2
3 | CCc1ccc(NC(=O)N(Cc2cccnc2)Cc2ccco2)cc1 | -18 | -3[fluorescence artefact?] | 3 | 4 | -2
4 | COc1ccc(N2CCN(C(c3cccc(OC)c3OC)c3nnnn3C3CCCC3)CC2)cc1 (stereo unspecified) | -46 | 10 | 7 | 7 | 8
5 | CC1=C(C(=O)OCCOC(C)C)C(c2cc3c(cc2Br)OCO3)C2=C(CCCC2=O)N1 (stereo unspecified) | x | -6 | 3 | 8 | -3
6 | O=C(CSc1nc2ccccc2[nH]1)N1CCN(c2ccc(F)cc2)CC1 | -3 | 20 | 6 | 3 | -6
7 | COc1ccc(-c2nc3ccccc3o2)cc1NC(=O)c1ccc(Br)o1 | -20 | 1 | -32 | 6 | 2
8 | CCOCCn1c(C(C)C)nc2ccccc21 | -1 | -16 | 7 | 0 | 1
9 | CC(C)N(Cc1nc(-c2ccccc2)no1)C(=O)CSc1ccccc1 | 10 | -15 | 4 | 4 | -3
10 | CCCCC(=O)Nc1cccc(-c2nn3c(C)nnc3s2)c1 | 3 | -3 | 11[fluorescence artefact?] | x | 1
11 | CCC(C(=O)OCC(=O)Nc1c(C)n(C)n(-c2ccccc2)c1=O)c1ccccc1 (stereo unspecified) | -20 | -5 | 2 | 8 | 3

# | ERa SRC1 pot | sEH activator | MT1-MMP txn act | sEH inhibitor
1 | x | 1 | x | 1
2 | 85 | 14 | 0.9 | -12
3 | 112 | -25 | 0.9 | 26
4 | 126 | -2 | 1.1 | 5
5 | 125 | 1 | 1.3 | -2
6 | 86 | -14 | 1.1 | 15
7 | 257*[fluorescence artefact?] | x | 1.2 | x
8 | 111 | -16 | 1.1 | 13
9 | 128 | -15 | 1 | 19
10 | 99 | -16 | 1.1 | 18
11 | 115 | -6 | 1.1 | 7

(listing goes on)
# | canonical_smiles | Mac1 fbg inh | ERb coact inh | Smad3 inh | Candida biofilm | CD11b adhes enh
16 | Cc1nnc(SCCn2c(N3CCN(C)CC3)nc3c2c(=O)[nH]c(=O)n3C)s1 | -11 | -4 | -11 | 10 | -1
17 | O=C1CCCN1CCC1CCN(C2CC(=O)N(c3ccc(F)cc3)C2=O)CC1 (stereo unspecified) | -4 | -28[fluorescence artefact?] | 3 | 5 | 0
18 | CC(C)CN(C(=O)COC(=O)Cc1n[nH]c(=O)c2ccccc12)C1CCS(=O)(=O)C1 (stereo unspecified) | -5 | -1 | 4 | 9 | -8
19 | Cc1ccc(-n2c(C3CC3c3ccc(Cl)cc3)n[nH]c2=S)cc1 (stereo unspecified) | 4 | x | x | x | 0
20 | O=C1CC(c2ccc(Cl)cc2)CC(O)=C1C=NCCN1CCNCC1 (stereo unspecified) | -18 | x | x | x | -4
21 | COc1ccc(-c2cc(CNC(=O)CN(C)Cc3ccccc3)on2)cc1 | -1 | x | x | x | 3
22 | O=c1c(-c2nc3ccccc3s2)cccn1Cc1ccc(Cl)c(Cl)c1 | 42 | x | x | x | -4
23 | O=c1c2cc(-c3ccccc3)sc2ncn1-n1cccc1 | 3 | -6 | -12 | 0 | 0
24 | Cc1c(NC(=O)NCc2ccccc2)c(=O)n(-c2ccccc2)n1C | 13 | -7 | 4 | 7 | -2
25 | CC1=C(C(=O)Nc2ccc(F)cc2)C(c2ccc(C)o2)C2=C(CC(C)(C)CC2=O)N1 (stereo unspecified) | 0 | -5 | -14 | 0 | -1
26 | Cc1ccc(NC2CC(=O)N(CCc3ccccc3)C2=O)cc1 (stereo unspecified) | 8 | -2 | -18 | 6 | 9
27 | CCN(CC)CCOC(=O)c1ccc2c(c1)OCCO2 | -20 | -3 | -1 | 4 | 0
28 | Cc1ccc(CNC(=O)C2CCCN(S(C)(=O)=O)C2)cc1 (stereo unspecified) | -14 | 1[fluorescence artefact?] | -12 | 8 | -6

# | ERa SRC1 pot | sEH activator | MT1-MMP txn act | sEH inhibitor
16 | 104 | x | 1 | x
17 | 130[fluorescence artefact?] | 18 | 1.1 | -12
18 | 97 | -1 | 1.1 | 3
19 | x | -1 | x | 2
20 | x | -4 | 1.2 | 7
21 | x | 12 | x | -14
22 | x | 24 | x | -22
23 | 116 | 2 | 1.6 | 0
24 | 114[fluorescence artefact?] | x | 1.1 | x
25 | 104[fluorescence artefact?] | -5 | 1.1 | 6
26 | 109 | -2 | 1.1 | 1
27 | 110 | 15 | 1.2 | -15
28 | 119 | -14 | x | 14

Shown bar-delimited: part of the list above
no. | SMILES | Mac1 fbg inh | ERb coact inh | Smad3 inh | Candida biofilm | CD11b adhes enh | ERa SRC1 pot | sEH activator | MT1-MMP txn act | sEH inhibitor
20 | O=C1CC(c2ccc(Cl)cc2)CC(O)=C1C=NCCN1CCNCC1 (stereo unspecified) | -18 | x | x | x | -4 | x | -4 | 1.2 | 7
21 | COc1ccc(-c2cc(CNC(=O)CN(C)Cc3ccccc3)on2)cc1 | -1 | x | x | x | 3 | x | 12 | x | -14

From PubChem BioAssay

These rows are one share of the data. The share of hits here may be higher or lower than overall.
